AMA1 RON2 block: disrupts binding of P. falciparum AMA1 to RON2. 360,000 tested, 0.2% active. AlphaScreen AMA1-biotinylated RON2 peptide binding. Potency, µM (doses to about 58.2 µM), for the others: at the top dose activity change, negative = inhibition, usual class: inhibitors;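 note: 0% = vehicle wells and -100% = peptide control; nearly all actives have a fitted effect of over 45% in size; some results filed as inactive show a strong effect at the top dose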
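AMA1 (3D7) with his tag at 25 nM final met compounds first, then biotinylated RON2 peptide at 25 nM; detection used donor plus acceptor beads, 10 µg/mL apiece, read by AlphaScreen after 30 min at room temperature.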
TbPYK inhibitor: inhibitors of Trypanosoma brucei pyruvate kinase. Q57TT1. 410,000 tested, 0.12% active. Potency, µM (series often up to 76.8 µM), without a hit: at the highest dose activity, negative = inhibition, most hits filed as inhibitors. AID 624173. TbPYK enzyme, Kinase-Glo Plus ATP luminescence, 45 min; note: nearly all actives have a fitted effect of over 50% in size
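Activity of T. brucei pyruvate kinase was followed by Kinase-Glo Plus luminescence after the enzyme reacted 45 min at room temperature with 130 uM ADP (final) and substrate. Test compounds were added before ADP at multiple concentrations.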
An asterisk follows results filed as active; ? = inconclusive; [ ] = remark or other dose. Calls come from the whole dose curve; as a rule, active = well fitted curve in the direction sought with a large enough effect; inconclusive = small, poorly fitted or top-dose-only effect, or another doubt; inactive = no such curve, though single readings can be large; an effect the other way counts as inactive or inconclusive. Unless noted, % is set by controls: 0 for no effect and ±100 for the full control effect; potency is the fitted concentration of half-maximal effect. An excerpt. The share of hits here may be higher or lower than overall.

SMILES | AMA1 RON2 block | TbPYK inhibitor
O=C1CC2(CCCC2)Oc2ccccc21 | 31.1%[activator] | 1.6%
CC1(C(=O)NS(=O)(=O)c2cccc(Cl)c2)CCN1C(=O)CC1CCCC1 (stereo not given) | -0.8% | 0.0%
CCOC(=O)[C@]12Cc3cc(Cl)ccc3[C@H]1N(C)C(=O)c1ccccc12 | 3.9% | -7.9%
OCC[C@@H]1C[C@H](O)[C@@H](O)[C@@]2(CCCO2)O1 | -5.6% | -4.6%
C[C@@H]1CN([C@H](C)CO)C(=O)c2c(c3ccccc3n2C)-c2ccccc2CO[C@H]1CN(C)C(=O)c1cc(Cl)cc(Cl)c1 | -6.8% | -6.5%
O=C(NOCc1ccccc1)c1coc(-c2ccccc2)n1 | 21.3% | -3.5%
CC1CN(S(=O)(=O)c2ccc(C(=O)Nc3ccccc3F)cc2)CC(C)O1 (stereo not given) | 0.0% | 4.8%
CN1CCc2nc(SCc3ccc(Cl)cc3)c(C#N)c(-c3cccs3)c2C1 | -25.6% | -6.2%
O=C1c2ccccc2C(c2nnnn2Cc2ccccc2)N1CCCN1CCOCC1 (stereo not given) | 19.6% | 5.6%
CC12C=CC(=O)C=C1CCC1C2C(O)CC2(C)C1CCC2(C)O (stereo not given) | -4.9% | -2.8%
O=C(Cc1cccc(NC(=O)C2CCN(C(=O)C3CC3)CC2)c1)Nc1cccc(C(=O)N2CCOCC2)c1 | 5.8% | 4.6%
COc1cc(O)c(C=NN2C(=O)CSC2=S)c(OC)c1 | -2.4% | ?
Cc1ccc(C)c(OCC(=O)N/N=C/c2ccc(N3CCOCC3)cc2)c1 | 50.3%[activator] | 4.4%
C[C@H](CO)NC(=O)c1[nH]cnc1C(=O)Nc1cccc(Cl)c1 | 89.0%[activator] | 2.0%
CCN(C)C1CN(Cc2cn(CCCOC)nn2)S(=O)(=O)C1 (stereo not given) | 6.8% | 1.9%
COc1c(C)cc(C(O)c2ncc(-c3ccccc3Cl)[nH]2)cc1C (stereo not given) | -9.7% | -2.3%
O=c1c2c([nH]n1-c1ccccc1)C[C@@H](C1CCCCC1)O[C@H]2c1ccc(F)cc1 | -14.6% | -7.0%
O=[N+]([O-])/C=C/c1c(Cl)cccc1Cl | 5.1% | ?
C[C@@H](c1ccccc1)N1C[C@H](COCc2ccccc2)Oc2cc(N3CC[C@@H](N(C)C)C3)ccc2S1(=O)=O | ? | 0.2%
N#Cc1nnn2c1nc(N)c1c(Cl)cccc12 | -1.4% | -15.7%
CCCS(=O)(=O)NC(=O)C1(C)CCN(C(=O)c2cc3ccccc3s2)C1 (stereo not given) | 0.7% | -7.8%
O=C(NCCc1ccccc1)c1cccc2c(-c3cccnc3)coc12 | 0.0% | 0.3%
COCCn1c(SCc2ccc(Cl)cc2)nc2c1c(=O)[nH]c(=O)n2C | 20.6% | -1.2%
Cc1cccc(NC(=O)C(=O)NCC2CCCN2S(=O)(=O)c2cccs2)c1 (stereo not given) | 0.0% | 0.1%
CCc1nc2ccc(C(=O)N(C)CCCN(C)C)cn2c1N(C)C(=O)C1CCCCC1 | -1.8% | -0.6%
COCOCCn1cc(CN2CCS(=O)(=O)N(Cc3ccc(-c4ccc(F)nc4)cc3)C(C)C2=O)nn1 (stereo not given) | -3.2% | -0.2%
O=C(COC(=O)/C=C/c1ccc(OC(F)F)cc1)NC(=O)NC1CCCCC1 | 6.9% | -8.9%
COc1ccc(C(O)c2nc(-c3cc4ccccc4o3)cs2)cc1 (stereo not given) | 1.0% | -0.5%
COc1ccc(NC(=O)C2Cc3c(-c4cccc(F)c4)ccnc3O2)cc1 (stereo not given) | -10.0% | -2.2%
CCCC(C)CC1(CCO)C(=O)NC(=S)NC1=O (stereo not given) | 8.2% | -1.4%
O=c1c2ccccc2nnn1-c1ccccc1 | -4.9% | -25.7%
Clc1ccc(Nc2ccc3ccccc3n2)cc1 | 0.0% | -0.4%
Cc1cc(C(=O)NNC(=O)c2ccc(F)cc2)c(C)s1 | 11.2% | -7.0%
CCOc1ccc(-c2cc(C(=O)NCc3cc(C(F)(F)F)cc(C(F)(F)F)c3)[nH]n2)c(C)c1 | -2.3% | 3.6%
CC(C)C1(c2ccsc2)NC(=O)NC1=O (stereo not given) | -8.1% | 3.7%
COc1ccc(CCNC(=O)C(=O)c2cn(CC(=O)N3CCCC3)c3ccccc23)cc1OC | -10.2% | 0.3%
Cc1nc(-c2ccc(Cl)cc2)sc1C1(C)CC(c2ccncc2)=NO1 (stereo not given) | -23.3% | -6.8%
CCN(C(C)=O)c1cnc(C=NNC(N)=S)c2ccccc12 | -26.8% | -5.1%
C=CCC[C@H](Cc1ccc(F)cc1)C(=O)OC[C@@H](Cc1c[nH]c2ccccc12)NC(=O)[C@H](CC=C)CC(=O)N[C@H](CO)Cc1ccccc1 | -5.8% | 4.9%
CC1(O)CC(C)(C)C(C#N)C(=O)N1 (stereo not given) | 0.8% | 10.3%

Laid out differently: two of the compounds above.
Order of values – AMA1 RON2 block | TbPYK inhibitor
O=C(COC(=O)/C=C/c1ccc(OC(F)F)cc1)NC(=O)NC1CCCCC1
  6.9% | -8.9%
COc1ccc(C(O)c2nc(-c3cc4ccccc4o3)cs2)cc1 (stereo not given)
  1.0% | -0.5%

The results go on.
SMILES | AMA1 RON2 block | TbPYK inhibitor
O=C(Nc1ccccc1)c1cccc2c(-c3cccnc3)coc12 | 101.2%[activator] | 0.4%
O=C(Cc1coc2cc(O)ccc12)NNC(=O)c1cccs1 | 15.6% | 0.0%
C[C@H]1CN([C@@H](C)CO)C(=O)CCCn2nncc2CO[C@@H]1CN(C)C(=O)Cc1ccccc1 | 1.5% | -14.6%
COc1cccc(NC(=O)CN2C(=O)C(=O)N(C3CCCC3)C2=O)c1 | -7.8% | -3.9%
O=C(C[C@H]1C/C=C\C[C@@H](Cc2ccc(F)cc2)C(=O)O[C@H](c2ccccc2)CNC1=O)NCCO | 2.0% | -1.7%
O=C(NCCc1ccccc1)c1c[nH]c2ccccc2c1=O | 3.3% | -4.2%
O=S(=O)(NCCOc1ccccc1Cl)c1ccc2oc3ccccc3c2c1 | 8.5% | -1.5%
N/C(=N\C(=S)Nc1ccc2c(c1)OCO2)c1ccccc1 | 50.8%[activator] | 1.8%
O=C(NCc1cccc(OC(F)(F)F)c1)c1ccc2c(c1)S(=O)(=O)c1cc(Cl)ccc1C2=O | -0.3% | -4.0%
CC1=CC2(C)C(C3C(C)=CC2(C)C(=O)C3(C)O)C(C)(O)C1=O (stereo not given) | -6.3% | 1.0%
COc1cccc(NC(=O)N(C)C[C@H]2OCc3cn(nn3)CCCC(=O)N([C@@H](C)CO)C[C@@H]2C)c1 | 0.0% | 2.4%
CC(C)C(=O)N1CCN(c2ccccc2NC(=O)c2ccc3c(c2)OCCO3)CC1 | 24.6% | -9.6%
C#CCn1c(=O)c2c(ncn2C)n(C)c1=O | 13.9% | 0.1%
CC(C)(CNS(=O)(=O)c1cccs1)N1CCOCC1 | -3.3% | 2.1%
Cc1cccc(Nc2nnc(SCC(O)=C(C#N)c3nc4ccccc4[nH]3)s2)c1 | 47.1%[activator] | -12.0%
COc1ccc(F)cc1-c1cc(C(=O)NCc2ccc(C(F)(F)F)cc2)[nH]n1 | -10.0% | -1.4%
COc1ccccc1Cc1c(-c2ccco2)nc2ccc(Br)cn12 | 5.0% | -26.4%
Cc1ccc(S(=O)(=O)n2c(N)nc3cc(C)c(C)cc32)cc1 | -1.0% | -1.7%
Cc1cc2nnc(SCc3ccc4c(c3)OCO4)n2c2ccccc12 | 7.2% | -5.3%
CC1C(c2ccccc2)OCCN1C(=S)Nc1ccc(S(=O)(=O)N2CCCCC2)cc1 (stereo not given) | 8.5% | -19.0%
Cc1ccc(C(=O)N2CCN(C/C=C/c3ccccc3)CC2)cc1S(=O)(=O)N1CCOCC1 | -7.8% | -3.4%
COc1ccc(-c2c(-c3cc(OC)cc(OC)c3)n(C)c3ccc(-c4cnc(OC)nc4)cc23)cc1 | 13.9% | 1.5%
Cc1cc2sc3ccc(C#CC4(O)CCCCC4)cc3c(=O)c2cc1C | -4.1% | 3.8%
CCOC(=O)C1CCCN(C(=O)/C=C/c2ccccc2)CC1 (stereo not given) | -1.8% | 0.2%
c1ccc(Oc2ccc(-c3cc(NCCc4cccnc4)n4nccc4n3)cc2)cc1 | 5.7% | 2.3%
Cn1nc(C(=O)NCC(c2cccs2)N2CCOCC2)c2ccccc2c1=O (stereo not given) | 3.5% | 0.7%
CC(C)=CCN1CC[C@@]2(C)c3cc(O)ccc3C[C@@H]1C2C (stereo not given in full) | -6.9% | 6.8%
COc1ccccc1NS(=O)(=O)c1cc(N)ccc1N1CCCC1 | -3.2% | ?
O=C(c1ccccc1F)N1CCC2CC1c1cc(-c3ccc4c(c3)OCO4)ccc12 (stereo not given) | -4.0% | -8.7%
CC(=O)C1CCC2C3CCC4CC(O)CCC4(C)C3C(=O)CC12C (stereo not given) | 29.8% | ?
CC(=O)NC(C)(c1ccccc1)c1nc(-c2ccc(S(C)(=O)=O)cc2)cs1 (stereo not given) | 2.9% | 4.2%
CCC(CC)C(=O)N(C)c1c(C)nc2c(OCCOc3ccc(F)cc3)cccn12 | -4.1% | -2.8%
COc1ccc(CC(N)c2csc(NC(=O)c3cccc(OC(F)(F)F)c3)n2)cc1 (stereo not given) | 94.2%[activator] | 3.2%
CCOC(=O)/C=c1/s/c(=C/c2ccc3cc(OC)ccc3c2)c(=O)n1CC(=O)NCc1ccc2c(c1)OCO2 | 11.6% | -7.3%
COc1ccc(NC(=O)Nc2ccc3nc([C@@H]4O[C@H](CO)[C@@H](O)[C@H](O)[C@H]4O)[nH]c3c2)cc1OC1CCCC1 | -6.0% | -1.8%
C[C@H](CO)N1C[C@H](C)[C@@H](CN(C)S(=O)(=O)c2ccccc2)Oc2c(NC(=O)C3CC3)cccc2C1=O | 5.3% | 4.0%
Cc1cc(C)n2nc(SCC(=O)Nc3ccc(F)cc3[N+](=O)[O-])nc2n1 | -8.2%[11.6 µM] | -0.6%
CCOC(=O)CC1COCCN1C(=O)c1cc(COc2ccccc2SC)on1 (stereo not given) | -9.5% | -3.0%
S=c1nn[nH]c2ccccc12 | 25.6% | 1.2%
CCN(CC)S(=O)(=O)c1ccc(NC(=O)c2ccc(N3CCCC3=O)cc2)cc1 | 29.2% | -0.7%

4 entries from above, as tab-separated lines:
mol	AMA1 RON2 block	TbPYK inhibitor
N#Cc1nnn2c1nc(N)c1c(Cl)cccc12	-1.4%	-15.7%
O=C(NCCc1ccccc1)c1c[nH]c2ccccc2c1=O	3.3%	-4.2%
Cc1cc2sc3ccc(C#CC4(O)CCCCC4)cc3c(=O)c2cc1C	-4.1%	3.8%
CC(C)=CCN1CC[C@@]2(C)c3cc(O)ccc3C[C@@H]1C2C (stereo not given in full)	-6.9%	6.8%

Later entries:
SMILES | AMA1 RON2 block | TbPYK inhibitor
CSc1ccc(CNC(=O)C2(C)CCN2C(C)C)cc1 (stereo not given) | -7.8% | -4.5%
O=C(O)c1ccc(CSCc2ccccc2)o1 | -4.9% | 7.7%
c1ccc(Cc2c(C3CCCCC3)nc3c4ccccc4ccn23)cc1 | 2.4% | 4.8%
Clc1ccc(CSc2nnc(-c3ccccn3)n2Cc2cccs2)cc1Cl | 3.7% | 0.4%
C[C@H]1CN([C@@H](C)CO)C(=O)c2cc(-c3cccc(C#N)c3)cnc2O[C@H]1CN(C)C(=O)c1ccccn1 | 5.1% | -4.4%
Cc1nc2ccc(C(=O)NCCc3c[nH]c4ccccc34)cn2c1N(C)C(=O)CCc1ccccc1 | -18.6% | 0.8%
NC(Cc1ccc(F)cc1)c1csc(Nc2ccc(C(F)(F)F)cn2)n1 (stereo not given) | 61.5%[activator] | -5.1%
O=C1CN(C(=O)COC(=O)/C=C/c2ccc(F)cc2)c2ccccc2N1 | 0.4% | -2.5%
CC1=C(C(=O)N(C(C)C)C(C)C)CC(CC(=O)NCCCN(C)C)C(=O)N1CCC1=CCCCC1 (stereo not given) | 8.8% | 2.0%
CCOC(=O)C1CCCN(CC(=O)N(C)c2c(N)n(Cc3ccccc3)c(=O)[nH]c2=O)C1 (stereo not given) | 0.0% | -4.9%
CSc1ccc(CN2CCC(C)(Oc3cccc(Cl)c3)C2)cc1 (stereo not given) | -20.2% | -8.2%
COC(=O)[C@]1(C)N[C@H](c2ccc(-c3cccc(Cl)c3)c(OC)c2)[C@@H]2C(=O)N(C)C(=O)[C@@H]21 | -1.6% | -19.5%
CC(CC(=O)c1ccccc1)=NCCCN=C(C)CC(=O)c1ccccc1 | 45.5%[activator] | 57.8%[activator]
CCCCn1c(N)c(N(CC(C)C)C(=O)c2cc3ccccc3cc2OC)c(=O)[nH]c1=O | 2.2% | 1.9%
O=C(NC(c1ccc(F)cc1)c1ccc2ccccc2n1)C1CCN(Cc2cccc(C(F)(F)F)c2)CC1 (stereo not given) | -28.2% | 3.8%
CN(C)[C@H]1CCN([C@@H]2CS(=O)(=O)N[C@H]2COCc2ccccc2)C1 | 2.1% | -0.4%
CCCNC(=O)C1(C)CCN(C(=O)c2c(F)ccc(C)c2F)C1 (stereo not given) | 19.0% | -9.6%
COc1ccc2c(CN(C)Cc3ccccc3)cc(=O)oc2c1 | 5.4% | -3.6%
O=C(CCNS(=O)(=O)c1ccccc1C(F)(F)F)NCCCN1CCOCC1 | -2.7% | 7.3%
COc1ccc(-c2nc3cc(C)c(Br)c(C)n3c2CC2CCCCC2)cc1OC | -19.5% | 2.7%

Screening results as filed in PubChem BioAssay.
